From PubChem BioAssay
mcGAS RapidFire – inhibitors of Mus musculus cyclic GMP-AMP synthase, initial high-throughput assay, cell-free, RapidFire MS | Q8C6L5 | inhibition, % at 12.5 µM | hit rate 0.18% among 130,000 | recombinant mouse cGAS, cGAMP by RapidFire MS;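 active = inhibition of cGAS enzyme activity at or above 60%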;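 note: enzyme stimulated by 45 bp dsDNA with ATP and GTP substrates; cGAMP share of summed cGAMP plus half ATP and half GTP signals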
Target sequence (Q8C6L5 whole entry, looked up): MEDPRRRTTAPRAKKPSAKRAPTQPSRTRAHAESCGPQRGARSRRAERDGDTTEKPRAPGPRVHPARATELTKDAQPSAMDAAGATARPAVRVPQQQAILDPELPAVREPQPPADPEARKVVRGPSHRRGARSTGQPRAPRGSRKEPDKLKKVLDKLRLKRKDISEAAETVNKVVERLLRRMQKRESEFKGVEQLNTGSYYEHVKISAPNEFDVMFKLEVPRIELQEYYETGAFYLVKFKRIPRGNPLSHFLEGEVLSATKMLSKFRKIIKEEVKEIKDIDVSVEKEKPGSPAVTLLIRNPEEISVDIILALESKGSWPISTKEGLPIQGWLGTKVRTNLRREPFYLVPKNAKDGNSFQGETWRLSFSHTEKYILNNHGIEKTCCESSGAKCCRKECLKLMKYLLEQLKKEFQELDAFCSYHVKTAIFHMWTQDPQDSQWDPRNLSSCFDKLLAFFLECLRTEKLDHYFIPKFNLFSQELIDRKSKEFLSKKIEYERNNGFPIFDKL
Active calls of the source: *. Not all compounds are listed; rates above refer to the full screens.

SMILES	mcGAS RapidFire
Cc1ccc(F)c(S(=O)(=O)NC(=O)C2(C)CCN2C(=O)CCc2ccccc2)c1 (centres undefined)	-5.1
Cc1c(Cl)cccc1-n1c(SCC#N)nc2ccccc2c1=O	-3.0
Cc1cccc(C(=O)NCc2ccccc2CN2CCOCC2)c1	-3.4
Cn1nc(C(=O)NCc2ccccc2-n2ccnc2)c2c1CCCC2	-40.0
CC(CN1CCc2ccccc2C1)NC(=O)CS(C)(=O)=O (centres undefined)	-10.1
CNc1ncc(CN(C)c2nc(-c3cccnc3)nc3c2cnn3C)cn1	-21.7
O=C(CCn1nnc(-c2ccccc2)n1)NC1CCCCC1	-4.8
CC(NC(=O)N(Cc1ccccc1)C1CC1)c1cnn(C)c1 (centres undefined)	-7.3
O=C(NC1CC1)C1CCCN(C(=O)c2cnc(-c3ccccc3)nc2)C1 (centres undefined)	2.2
CCN(C)S(=O)(=O)c1ccc(C(F)(F)F)cn1	6.9
COc1cc2nnc(C(=O)O)cc2c(OC)c1OC	2.1
CCc1cc(CNCc2ccc(Oc3cccnc3)c(C)c2)[nH]n1	-11.1
CC(C)NC(=O)C1CCN(c2nc3ncn(CC(=O)NC4CCc5ccccc54)c(=O)c3s2)CC1 (centres undefined)	-5.9
CN(c1ccc(Br)cc1)c1ncnc2c1nc1n2CCCCC1	-2.0
Nc1c(C(=O)CSc2nnnn2C2CCCCC2)c(=O)[nH]c(=O)n1C1CC1	3.1
Cc1nnnn1-c1cccc(C(=O)NC2CC(=O)N(C3CCCCCC3)C2)c1 (centres undefined)	-4.8
O=C(CSc1nnc(Cc2ccccc2)o1)NC(=O)NCC(F)(F)F	-6.9
Cc1cc2ccccc2n1CCC(=O)NCCn1cccn1	-11.3
COC(=O)c1cc(F)ccc1COC(=O)Cc1c(C)noc1C	-16.7
Cc1csc(C2CCN(S(=O)(=O)N3CCCC(C)C3)CC2)n1 (centres undefined)	-10.7
Cc1cc(C)c(NC(=O)Cn2ncc(=O)c3ccccc32)c(C)c1	-10.3
CC(c1ccc(C(=O)NCCc2c[nH]c3ccccc23)o1)N1CCCCC1 (centres undefined)	-33.0
CN(C)c1nc(N)nc(CSC23CC4CC(CC(C4)C2)C3)n1	2.4
Cc1cnc(Cn2cnc(-c3ccccc3)c2-c2ccc(-c3ccn[nH]3)o2)cn1	-14.9
C=CCNC(=O)CN(C)C1CCN(c2ccc(F)cc2)CC1	1.3
CCC1CN(C(=O)c2ccc(-c3cnn(C)c3)nc2)CCN1C(C)C (centres undefined)	-4.1
O=C(Cn1c(-c2ccc([N+](=O)[O-])s2)nc2ccccc21)NCCc1cccc(F)c1	-6.6
CCNC(=O)CSc1ccc(S(=O)(=O)N2CCCCCC2)cn1	-0.7
CN1CCCn2nc(C(=O)NC3COC4(CCCC4)C3)cc2C1 (centres undefined)	-10.4
Cc1cccc(CC2(NC(=O)C(C)n3ccnc3C(C)C)CC2)c1 (centres undefined)	-15.7
C=CCNC(=O)Cn1c(CO)cnc1SCc1cccc(C(F)(F)F)c1	-9.7
COc1ccc(/C=C2N=C(/C=C/c3ccccc3)OC/2=O)cc1OC	-13.5
CCC(=O)C1=C(c2cccc([N+](=O)[O-])c2)N(C(=O)CC)n2c(C)nnc2S1	-1.8
CCN1C(=O)CSC1=C(C#N)C(N)=O	-7.9
O=C(NCc1cc(Br)cs1)c1ccc(Cl)o1	-14.8
CC(NCc1cccnc1)c1ccc(N2CCN(C)CC2)c(F)c1 (centres undefined)	-2.8
O=C(c1ccc2c3c(cccc13)CC2)C1CCCN(C(=O)c2ccc3c(c2)OCO3)C1 (centres undefined)	-9.5
Cc1cc(Br)ccc1NC(=O)CNc1ncnc2ccsc12	-7.1
O=C(O)c1cc(-c2cccs2)nn1-c1ccc(F)cc1	-1.5
CCCc1nc(N2CCNCC2)c2c(-c3cccc(C(F)(F)F)c3)noc2n1	-2.4
O=S(=O)(c1cccc(Br)c1)N1CCCC1c1ccc2c(c1)OCCO2 (centres undefined)	-0.1
Cc1nc(-n2ncc(C#N)c2N=CN(C)C)c2c3c(sc2n1)CCC3	-19.0
O=C(COC1CCCCC1)N1CCOC2(CCCC2)C1	-0.2
CC1=Nc2ccccc2C1=Cc1c(N)n2nc(C3CCCCC3)sc2nc1=O	-7.0
CC(Sc1cn[nH]n1)c1ccccc1F (centres undefined)	-2.7
Nc1ncnc2c1ncn2CCN1CCCCC1	1.3
CCOC(=O)c1nn(-c2ccc(C)cc2)c(=O)cc1OCC(=O)Nc1ccc(F)cc1	-6.9
Cc1cccc2[nH]cc(CC(=O)N3CCC(Nc4cccnc4)CC3)c12	3.0
N#Cc1c(F)cccc1Oc1ccc(C(=O)O)cc1	-15.2
O=C(Nc1ccc(-n2cccn2)nc1)C1CCCC(C(F)(F)F)C1 (centres undefined)	-10.6
O=C(Nc1cccc(-c2ccco2)c1)C1CCN(C(=O)Cc2ccc3c(c2)OCO3)CC1	-3.1
COC1CC2CCC(C)C(O)(O2)C(=O)C(=O)N2CCCCC2C(=O)OC(C(C)CC2CCC(O)C(OC)C2)CC(=O)C(C)/C=C(\C)C(O)C(OC)C(=O)C(C)CC(C)/C=C/C=C/C=C/1C (centres undefined)	-2.8
O=C(O)C1(O)CCN(c2ccc(-c3ccccc3)nn2)CC1	7.0
CCn1nnc2c(SCC(=O)NC3CCCCC3)ncnc21	-5.8
NC(=O)C1Cc2ccccc2CN1C(=O)C1CCN(C(=O)c2cccs2)CC1 (centres undefined)	-12.8
O=C(Nc1ccc(-c2cccc(F)c2)cc1)C1CCCN1Cc1ncc[nH]1 (centres undefined)	-5.6
N#Cc1cccnc1NCC(c1ccco1)N1CCCCC1 (centres undefined)	-7.4
COc1cccc(COCC(=O)N2CCN(c3ccccc3O)CC2)c1	7.2
CCC1(C)NC(=O)N(N=Cc2ccc(N3CCCCC3)s2)C1=O (centres undefined)	-3.8
Cc1cc(C=NNC(=S)NCCc2ccccc2)c(C)n1CC(C)C	-8.2

Later entries.
SMILES	mcGAS RapidFire
CCCCCCCCn1c(CN2CCCCC2C)nc2c1c(=O)n(C)c(=O)n2C (centres undefined)	-1.5
C=CCn1c(-c2ccc(Cl)cc2Cl)n[nH]c1=S	-5.4
Cc1nc(C(C)C)ncc1C(=O)N(CC1CCC(=O)N1)C(C)C (centres undefined)	1.1
COc1ccc(C2c3[nH]c4ccccc4c3CCN2C(=O)CCn2cncn2)c(C)c1C (centres undefined)	-6.3
CC(=O)c1sc2nc(CSc3nnc(C4CC4)o3)[nH]c(=O)c2c1C	3.0
CC(=O)c1cc(CN2CCC(CO)(CC3CCCCO3)CC2)cs1 (centres undefined)	-4.4
CCC(CC)n1nc(C)cc1NC(=O)C1(C)CC(C)=NO1 (centres undefined)	-3.8
CCn1nc(C)c(CN2CC3(CCNCC3)CC2C(=O)O)c1C (centres undefined)	-17.4
CCCCCCn1c(C)c(C)n2c3c(=O)n(C)c(=O)n(C)c3nc12	-3.5
CCOC(=O)C1C2C=CC3(CN(CC4CCCO4)C(=O)C13)O2 (centres undefined)	8.0
COc1ccc(-c2cc3nc(NCCCN(C)C)n(C)c(=O)c3s2)cc1OC	3.0
Nc1ccccc1SCc1cn2ccccc2n1	-21.0
Cc1ccc(/C=C/C(=O)N(C)C(C)c2cccc(S(N)(=O)=O)c2)o1 (centres undefined)	3.1
COc1cccc(COc2cn(C)c(C(N)=O)cc2=O)c1	-4.6
CNC(=O)c1cnc(/C=C/c2csc(-c3ccsc3)n2)[nH]c1=O	3.4

5 entries picked at random from those above:
SMILES	mcGAS RapidFire
C=CCn1c(-c2ccc(Cl)cc2Cl)n[nH]c1=S	-5.4
COc1cc2nnc(C(=O)O)cc2c(OC)c1OC	2.1
Nc1c(C(=O)CSc2nnnn2C2CCCCC2)c(=O)[nH]c(=O)n1C1CC1	3.1
O=C(O)C1(O)CCN(c2ccc(-c3ccccc3)nn2)CC1	7.0
Nc1ncnc2c1ncn2CCN1CCCCC1	1.3

Continued.
SMILES	mcGAS RapidFire
CC(C)c1nn(-c2ccccc2)c2c1C(c1ccc(CO)o1)CC(=O)N2 (centres undefined)	-13.7
CCCCc1[nH]nc2c1C1(CCN(C)CC1)C(C#N)C(=N)O2 (centres undefined)	-11.0
CCCCN1C(=O)N(CCCC)C2OC(C3OC4C(O3)N(CCCC)C(=O)N4CCCC)OC21 (centres undefined)	-20.1
CC(=O)NC1CCC(NC(=O)C2CCNCC2)CC1 (centres undefined)	-5.3
CCCNc1ccc(C#N)cc1NS(=O)(=O)c1cn[nH]c1C	10.0
CN(C)c1cc(NCC2CCC(=O)N2)ncn1 (centres undefined)	-1.9
CC1=C(C(=O)N2CCCCC2C(=O)Nc2cccc(-c3nnc(C)s3)c2)OCCO1 (centres undefined)	3.5
CCOC(=O)Cn1c(=NC(=O)c2ccn(CC)n2)sc2cc(S(C)(=O)=O)ccc21	5.9
COCC(=O)Nc1ccccc1C(=O)N1CC(C)CC(C)C1 (centres undefined)	0.3
COCC(=O)N1CCC(Oc2ccccc2C(=O)NCc2ncc(C)[nH]2)CC1	-13.4
COc1ccc(-c2c(NC(=O)C(C)C)oc3c(C)cccc3c2=O)cc1OC	-0.9
COc1ccc(C2CC(c3ccc(F)cc3)=Nc3nnnn32)c(OC)c1 (centres undefined)	-4.5
Cc1noc(C)c1CC(=O)N1CCN(C(=O)c2ccco2)CC1	-5.9
O=C(CCC1CCN(C(=O)CN2CCOC2=O)CC1)Nc1ccc2c(c1)OCCO2	-6.8
Clc1ccccc1-c1ncc2ccccn12	14.3

Part of the list above, bar-delimited:
structure | mcGAS RapidFire
CC1=C(C(=O)N2CCCCC2C(=O)Nc2cccc(-c3nnc(C)s3)c2)OCCO1 (centres undefined) | 3.5
CCOC(=O)Cn1c(=NC(=O)c2ccn(CC)n2)sc2cc(S(C)(=O)=O)ccc21 | 5.9
COCC(=O)Nc1ccccc1C(=O)N1CC(C)CC(C)C1 (centres undefined) | 0.3
COCC(=O)N1CCC(Oc2ccccc2C(=O)NCc2ncc(C)[nH]2)CC1 | -13.4

(more compounds)
SMILES	mcGAS RapidFire
O=C(NCC(=O)N1CCN(S(=O)(=O)c2ccc(Br)cc2)CC1)c1cccs1	-6.1
CC(NC(=O)c1ccc(-n2cccc2)c(F)c1)C(=O)N1CCOCC1 (centres undefined)	-12.7
CCc1[nH]c2ccc(CNC(=O)C3CCCN(C(N)=O)C3)cc2c1C (centres undefined)	-12.9
CCNC(=O)[C@@H]1C[C@H](n2cc(CN(CC)CC)nn2)CN1	1.2
O=C(CN1CCc2ccccc21)Nc1cc(Cl)c(Cl)cc1Cl	-2.2
CNC(=O)[C@@H]1C[C@@H](N)CN1C(=O)c1ccoc1COc1ccc(C)cc1	0.0
COc1ccc(CN2C(=O)CSC2=Nc2cccc(Cl)c2C)cc1OC	-11.3
CCCCOc1ccc(S(=O)(=O)NC(=O)C2(C)CCN2C(=O)C/C=C/c2ccccc2)cc1 (centres undefined)	-16.9
CCOC(=O)C1CCCN(c2cc(=O)n(C3CCCCC3)c(=O)[nH]2)C1 (centres undefined)	0.1
N#Cc1c(Cl)nsc1NCCCCN1CCCCC1=O	18.5
N#CCCn1cc(C(=O)Nc2nccs2)c(-c2cc3ccccc3o2)n1	3.4
Cc1cccc(C(=O)Nc2ccc3sc(C)nc3c2)c1	-4.5
c1ccc(-c2ncn(CCCOc3cccnc3)c2-c2ncc[nH]2)cc1	-19.5
CCc1ccc(NS(=O)(=O)c2ccsc2C(=O)OC)cc1	-3.0
COC(=O)/C=C/c1cccc(N(Cc2ccc(-c3ccc(N(C)C)cc3)cc2)C(=O)C2CCCCC2)c1	-5.0
Cc1ccc(CNC(=O)c2cc(Cl)c3c(c2)OCCO3)n1C	-14.6
CCc1sc(C(=O)Nc2ccccc2C(N)=O)cc1C	-4.3
Clc1ccc2nc(CSc3ccccn3)cn2c1	4.4
Cc1ccc(OCC(=O)N2CCC3(CC2)N=C(c2ccccc2)NC3=O)cc1	-4.5
C=CCNC(=O)NC(=O)COc1ncnc2c(Cl)cc(Cl)cc12	6.5
O=C(/C=C/c1cccnc1)N1CCC2(CCCN(Cc3ccccc3F)C2)C1 (centres undefined)	-0.9
COc1ccccc1NC(=O)N1CCC(C(=O)N2CCCCC2)CC1	-2.9
Cc1ccc(N2C(=O)C3C4CC(=O)C(CC4=O)C3C2=O)cc1 (centres undefined)	-2.9
O=C(NCC(F)(F)F)N/N=C1\CCCOc2ccc(Br)cc21	-4.4
CC(C)(C)c1ccc(S(=O)(=O)c2cc3cc(F)cc(F)c3oc2=O)cc1	-15.7
CCOc1ccccc1-n1c(=O)[nH]c2c(C(N)=O)nc(-c3cccs3)nc21	-4.0
OCC#Cc1csc(CN2CCC3(CCCN(Cc4ccc(F)cc4)C3)C2)c1 (centres undefined)	-2.8
COCC(=O)N1CCC(Oc2ccc(C(=O)N(C)Cc3cccs3)cc2)CC1	-3.6
CN(C1CCN(Cc2ccccn2)CC1)C1CCCN(CCc2ccccc2)C1 (centres undefined)	2.6
COc1ccc(OC)c(N(Cc2nnc3n2CCCCC3)C(=O)Nc2cccc(C)c2)c1	1.9
CCS(=O)(=O)Nc1ccc(NC(=O)c2c(Cl)cccc2Cl)cc1C	-14.8
CN=c1scc(-c2ccc3c(c2)NC(=O)CO3)n1/N=C\c1ccccc1F	30.7
Cc1cccc(-c2cccc(NC(=O)C3CCCN(C(=O)Cc4nonc4C)C3)c2)c1 (centres undefined)	-6.5
O=C(c1ccccc1)c1cc(Cl)ccc1NCN1C(=O)c2cccc([N+](=O)[O-])c2C1=O	-1.0
Cc1ccc(N2C(=O)CSC2c2ccccc2N)cc1C (centres undefined)	-1.5
CCO[C@H]1COC[C@@H]1NC(=O)c1cc(NC(C)=O)ccc1Cl	-25.7
CCn1nc(C)c(-c2nc(CC3CCN(C)CC3)no2)c1C	-7.9
O=C(N/N=C\C1CC=CCC1)C(O)(c1ccccc1)c1ccccc1 (centres undefined)	-4.3
Cn1ncc(CN)c1C(F)(F)F	-11.0
CN1CCC(Cc2noc(-c3ccccc3N3CCOCC3)n2)CC1	-24.0
O=C(CCc1cn2ccccc2n1)N[C@H]1CC[C@@H]2CCC[C@@H]21	7.2
O=C(COc1ccc(F)cc1Cl)N(C1CC1)C1CCS(=O)(=O)C1 (centres undefined)	-7.4
